# High-throughput results as filed in PubChem BioAssay.
# TPT1 inhibitor – C. albicans TPT1 enzyme inhibition | recombinant caTPT1, FP RNA substrate dephosphorylation | inhibition, % at 5 µM | 300,000 compounds, 0.81% hits | AID 1962;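 active = inhibition above the mean of all tested compounds plus 3 SD, set per screening campaign, cut at about 24% in these data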;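 note: plate controls were DMSO alone for no effect and ferristatin control at 100 nM for full effect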
# Fh CTSL1 inh – counter-screen for PFM18AAP inhibitors: inhibitors of F. hepatica cathepsin L1; 300,000 compounds, 0.49% hits; inhibition, % at 5.96 µM; AID 1906; recombinant F. hepatica cathepsin L1, Z-Leu-Arg-MCA fluorescence;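 active = inhibition above the mean of all tested compounds plus 3 SD, set per screening campaign, cut at about 17% in these data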;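 note: 0% = plate median of test compound wells and 100% = 1 µM Z-Phe-Ala-diazomethylketone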
# procasp3 activ – procaspase-3 (human) activation. recombinant procaspase-3 D3A, Ac-DEVD-pNA absorbance 405 nm. 330,000 compounds, 0.11% hits. P42574. activation, % at 8.5 µM. AID 463141;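 active = activation above the mean of all tested compounds plus 3 SD, cut at about 21% in these data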;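 note: 0% = DMSO alone and 100% = DMSO wells spiked with extra 5 µM PC-3 D3A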
# Target sequence (P42574 whole entry D9A/D28A/D175A): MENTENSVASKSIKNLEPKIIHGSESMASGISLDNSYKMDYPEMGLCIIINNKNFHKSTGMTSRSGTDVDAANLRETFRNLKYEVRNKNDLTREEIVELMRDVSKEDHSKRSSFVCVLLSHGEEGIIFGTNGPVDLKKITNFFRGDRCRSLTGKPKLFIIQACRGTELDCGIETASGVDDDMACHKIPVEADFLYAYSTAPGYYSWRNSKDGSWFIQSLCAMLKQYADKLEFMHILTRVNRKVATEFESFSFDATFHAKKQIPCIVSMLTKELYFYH
#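 material = Procaspase-3 D3A mutant | probe or stimulus = Ac-DEVD-pNA | compound = single dose, 8.5 µM nominal compound, 0.8% DMSO | timing = 1 h preincubation, 2 h reaction | measured by = 405 nm absorbance of p-nitroaniline, reads at 0 and 120 min | benchmarks = DMSO-only low control, 5 µM PC-3 D3A high control | repeats = singlicate, each compound tested once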
# HCV core dimer – HCV core protein dimerization inhibition; 300,000 compounds, 0.33% hits; TR-FRET GST/Flag-core106 dimerization, 1536-well; inhibition, % at 5 µM;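 active = inhibition above the mean of all tested compounds plus 3 SD, set per screening campaign, cut at about 45% in these data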
#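 System – GST-tagged and Flag-tagged HCV core protein residues 1-106 · Repeats – one well for each compound · Technique – TR-FRET 671 and 617 nm emission · Doses – one concentration, 5 µM, in 0.5% DMSO · Times – 4 h, 22.5 °C incubation · Also added – Eu donor and XL665 acceptor anti-tag antibodies · Measure – percent inhibition of core106 dimerization signal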
# PAFAH2 FP inh – PAFAH2 (human) inhibition. inhibition, % at 3.39 µM. 340,000 compounds, 0.99% hits. Q99487. recombinant PAFAH2, FP-rhodamine activity probe, fluorescence polarization;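 active = inhibition above the mean over all tested compounds plus 3 SD, cut at about 30% in these data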;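 note: inhibitors block probe labeling of enzyme so polarization drops; 0% = enzyme with DMSO and 100% = wells lacking PAFAH2 protein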
# PP1 counter – blocks human PP1-alpha phosphatase, a PP5 counter-screen. inhibition, % at 6.7 µM. P62136. AID 2235. purified PP1alpha, OMFP fluorescence. 320,000 compounds, 0.9% hits;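 active = inhibition above the mean inhibition of all tested compounds plus 3 SD, computed separately for each screening campaign, cut at about 15% in these data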
# AHR act – activators of human aryl hydrocarbon receptor. P35869. AHR-responsive luciferase reporter cells, luminescence. activation, % at 5 µM. 320,000 compounds, 2.5% hits. AID 2796; in the data active = activation above about 47%;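 note: 0% = vehicle wells and 100% = reference agonist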
# PP5 primary – inhibitors of human protein phosphatase 5 (PP5); 320,000 compounds, 0.18% hits; inhibition, % at 6.7 µM; P53041; purified PP5c, OMFP substrate fluorescence;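 active = inhibition above the campaign's mean inhibition across all tested compounds plus 3 SD, cut at about 9.5% in these data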;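 note: 0% = DMSO only and 100% = 100 µM cantharidin control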
# Target sequence (P53041 whole entry, looked up): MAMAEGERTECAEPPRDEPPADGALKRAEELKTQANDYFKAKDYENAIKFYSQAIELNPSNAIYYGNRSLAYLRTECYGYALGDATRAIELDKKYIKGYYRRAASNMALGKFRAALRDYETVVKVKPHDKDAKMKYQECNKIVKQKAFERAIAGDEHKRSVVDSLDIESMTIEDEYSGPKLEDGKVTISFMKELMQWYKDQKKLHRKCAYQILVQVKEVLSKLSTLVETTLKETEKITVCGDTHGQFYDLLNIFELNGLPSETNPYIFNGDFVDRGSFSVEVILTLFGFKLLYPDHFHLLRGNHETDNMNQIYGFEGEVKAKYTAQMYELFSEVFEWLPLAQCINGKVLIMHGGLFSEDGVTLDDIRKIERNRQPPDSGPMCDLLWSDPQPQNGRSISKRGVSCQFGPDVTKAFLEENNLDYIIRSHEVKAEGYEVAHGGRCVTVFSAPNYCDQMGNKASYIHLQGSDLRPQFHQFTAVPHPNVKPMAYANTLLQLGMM
# proCasp7 act – activates human procaspase-7, counter-screen for procaspase-3 activators. P55210. recombinant procaspase-7, Ac-DEVD-pNA absorbance 405 nm; D23A/D198A/D206A triple mutant, cannot self-cleave; scale: DMSO 0, 5 µM enzyme 100. activation, % at 8.5 µM. 330,000 compounds, 0.093% hits;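 active = percent activation above the screen-wide mean plus 3 SD, cut at about 25% in these data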
# Target sequence (P55210 whole entry D23A/D198A/D206A): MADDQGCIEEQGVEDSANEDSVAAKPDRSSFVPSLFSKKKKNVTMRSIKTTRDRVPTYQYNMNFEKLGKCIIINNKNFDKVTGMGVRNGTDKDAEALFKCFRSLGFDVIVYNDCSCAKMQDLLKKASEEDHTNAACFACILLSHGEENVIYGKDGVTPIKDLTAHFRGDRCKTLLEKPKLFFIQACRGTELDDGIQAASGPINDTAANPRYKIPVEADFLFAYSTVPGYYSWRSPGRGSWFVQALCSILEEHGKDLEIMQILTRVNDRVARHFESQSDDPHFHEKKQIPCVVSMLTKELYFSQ
#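 System: Procaspase-7 triple mutant (PC-7 D3A); measure: % activation from two-timepoint absorbance difference, scaled to controls; times: 1 h compound preincubation, 2 h substrate cleavage, 25 °C; also added: Ac-DEVD-pNA substrate, 400 µM as added; measured by: Epi-absorbance of released pNA at 405 nm, two timepoints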
# Active calls of the source: *; . = not tested or not shown; & = joins results of further samples. Compounds were not picked by outcome; overall some 5.6% were active at least once.
SMILES,TPT1 inhibitor,Fh CTSL1 inh,procasp3 activ,HCV core dimer,PAFAH2 FP inh,PP1 counter,AHR act,PP5 primary,proCasp7 act
O=C(NCc1ccco1)C(Cc1ccccc1)NS(=O)(=O)c1cccc2nsnc12 (stereo not drawn),5,7,-7,6,7,-2,1,0.1,-2
CCCc1ccc(OCc2ccc(C(=O)N3CCSCC3)o2)cc1,1,1,22*,5,-4,7,8,3.0,-1
COc1ccc(OCC(=O)Nc2ccc(C)cc2)cc1,-3,-2,10,-2,-1,-1,-2,7.7,2
O=C(CC(=O)NC1CCCCC1)N/N=C/c1ccc(Cl)cc1,-6,1,11,3,7,-1,1,-1.6,4
Cc1cc(SCC(=O)c2ccc3c(c2)OCO3)nc2ccccc12,12,-1,0,18,-13,1,64*,3.1,-3
C=CC[C@@H](CC(=O)N[C@H](CO)Cc1ccccc1)C(=O)N[C@H](COC(=O)[C@@H](CC=C)CC(=O)OC(C)(C)C)Cc1ccccc1,.,.,1,.,-4,.,-1,.,-1
N=C(N)N1CCc2ccccc2C1,-3,-1,-4,-9,.,0,-3,2.2,1
CN1CCC(N(C)S(=O)(=O)c2ccc(NC(=O)COc3cccc(C(F)(F)F)c3)cc2)CC1,-2,-5,10,-2,-2,-6,0,0.3,6
COc1ccc(NC(=O)CCCCC(=O)Nc2ccc(OC)cc2OC)c(OC)c1,0,-3,-4,8,-2,-4,0,-1.6,-1
Cc1ccc(SCC(=O)NNC(=O)c2ccc(S(C)(=O)=O)cc2)cc1,-1,1,-2,1,-3,-2,2,1.9,8
CCCn1c(=O)c(C(=O)NCc2cccnc2)c(O)c2ccccc21,1,-2,18,3,2,-3,41,-0.1,1
Cc1cc(C)c(NC(=O)COC(=O)C2CCCCC2)c(C)c1,.,.,4,.,30,-1,-2,3.4,5
O=C(CSc1nncs1)Nc1cc(-c2ccccc2)nn1-c1ccccc1,-3,0,-6,-2,1,1,2,-0.3,9
CC1C=CCC2C(=O)N(c3ccccc3OC(=O)c3cccs3)C(=O)C12 (stereo not drawn),0,2,1,-14,2,-4,3,1.0,0
O=C1CCC(C(=O)Nc2ccc(OC(F)F)cc2)N1 (stereo not drawn),-5,0,2,-7,2,1,-1,-0.1,-8
O=C(Nc1cccc(-n2cccn2)c1)C1CCCN(Cc2ccc(C#CCCO)cc2)C1 (stereo not drawn),0,-2,4,-5,-3,-3,26,0.5,-1
NS(=O)(=O)c1ccc(N=Nc2ccc(O)c3ncccc23)cc1,3,6,-13,-21,7,51*,5,4.0,-6
CCN1CCN(S(=O)(=O)c2ccc3[nH]c(=O)oc3c2)CC1,-3,-4,5,0,-2,2,-5,0.8,-2
COc1ccc(CN(C)S(=O)(=O)c2nnc(NC(=O)c3cccc(C)c3)s2)cc1OC,3,3,-1,14,-15,0,4,0.9,1
CC(NCC(=O)Nc1ccccc1C(=O)NC1CC1)c1cccc(C(F)(F)F)c1 (stereo not drawn),.,.,10,.,1,-2,2,2.2,1
Cc1c(CC(=O)NCCCC(=O)O)c(=O)oc2cc3c(cc12)CCC(C)(C)O3,2,3,4,-6,3,-2,-7,3.1,6
CC(=O)Nc1ccccc1-c1nc2ccccc2nc1OCC(=O)c1ccc(Cl)cc1,0,7,2,-8,-2,-9,3,2.2,-4
CCOC(=O)c1cnc(N2CCN(C(=O)OCC)CC2)[nH]c1=O,-1,-10,1,-1,8,0,2,2.5,-5
COc1ccc(S(=O)(=O)N2CC(C)N(C(=O)N3CCOCC3)C2)cc1 (stereo not drawn),0,-12,-6,-6,0,-2,3,-4.0,-5
CC(=O)NCCc1ccc(S(=O)(=O)Nc2ccc(NC(=O)c3ccc(F)cc3)cc2)cc1,-3,2,5,-16,-6,-1,-1,1.7,-1
Cc1cc(SCC(=O)Nc2cccc(S(=O)(=O)NC3=NCCCCC3)c2)c(C)cc1Br,5,4,-2,8,0,-2,0,3.5,-6
CCN(CC)c1ccc(CNc2nc3ccccc3n2CCN2CCCCC2)cc1,5,0,-3,2,-1,0,1,3.2,4
C=C(C)Cn1c(=O)c2c(nc3n2CCN3c2cccc(Cl)c2C)n(C)c1=O,-2,-2,-7,1,-8,1,2,3.5,7
O=C(c1ccco1)N1N=C(c2cccs2)CC1c1ccc(F)cc1 (stereo not drawn),-4,-2,13,4,6,0,-4,2.6,-4
C=CCNC(=O)C1CC2Cn3c(nc4cc5ccccc5cc43)C2N1C (stereo not drawn),2,-1,-4,-5,-4,-2,3,1.2,2
O=C(NC1CCCCC1)C(c1ccc(F)cc1)N(CCN1CCOCC1)C(=O)c1ccc(-c2ccccc2)[nH]1 (stereo not drawn),-9,3,3,-3,2,2,1,-2.1,-15
CCOc1ccccc1-c1noc(CCC(=O)NC2CCCCC2)n1,-1,-1,1,3,-8,1,10,3.7,8
COc1cc(/C=N/O)cc(Br)c1OC,1,2,-3,-2,-5,-1,-2,0.8,2
CC(C)C[C@H](NC(=O)NCc1ccccc1Cl)C(=O)O,0,-3,4,1,6,-2,-1,-2.0,2
Cc1ccc(-c2csc(NC(=O)C3CSC4(C)CCC(=O)N34)n2)cc1 (stereo not drawn),1,-6,3,-3,-7,-1,5,1.1,10
Cc1cccc(N2CCN(CC(=O)NCC3CCCCC3)CC2)c1C,0,-1,1,3,-1,-1,1,5.1,-1
CCOC(=O)C(=O)NC(C)c1ccccc1 (stereo not drawn),0,-2,-4,10,2,-3,-3,0.5,3
Fc1cccc(F)c1-n1c(CN2CCCC2)csc1=S,-2,1,7,6,-1,-2,-2,-3.3,0
NCCCCC(=O)O,-2,-4,-7,1,8,-4,-3,-0.5,4
COc1ccc(-c2nc(-n3c(C)c(C(C)=O)c(C(C)=O)c3C)sc2C)cc1OC,-4,-2,-1,-6,-7,-2,8,1.1,-1

# AHR act: hit marks shown above
mol,TPT1 inhibitor,procasp3 activ,HCV core dimer,PAFAH2 FP inh,AHR act,PP5 primary
Cc1cc(SCC(=O)c2ccc3c(c2)OCO3)nc2ccccc12,12,0,18,-13,64*,3.1

# The list continues:
SMILES,TPT1 inhibitor,Fh CTSL1 inh,procasp3 activ,HCV core dimer,PAFAH2 FP inh,PP1 counter,AHR act,PP5 primary,proCasp7 act
COc1ccc(-c2occ(C(=O)O)c2C(=O)O)cc1,-2,0,4,-3,0,1,5,-1.0,-18
COC(=O)c1ccc(C2NC(=O)CCC2[N+](=O)[O-])cc1 (stereo not drawn),-1,-7,-2,3,-5,-7,-1,0.3,0
COc1ccc(S(=O)(=O)N2CCC(C(=O)Oc3cccc(C)c3)CC2)cc1OC,1,1,4,5,11,-3,-1,-0.6,5
CNc1nc(-c2ccccc2)nnc1C(F)(F)F,1,2,0,-2,4,1,19,-1.6,13
O=c1c2ccc(Cl)cc2nc2n1CC/C2=C\c1cccc(O)c1,3,1,2,7,2,1,12,2.2,-9
COc1cc(CN2CCC(C(=O)NCC(C)(C)CN(C)C)CC2)ccc1OCc1ccccc1,-3,1,3,-6,-1,0,1,2.9,-1
CC1=C(C(=O)Nc2ccccc2F)C(c2cccs2)NC(=S)N1 (stereo not drawn),1,-2,-9,3,1,9,-2,4.2,-3
CC(=O)Nc1cccc(C(=O)N/N=C/c2ccc(F)cc2)c1,-3,-8,7,-3,-4,-3,46,0.3,6
O=C1c2oc3ccccc3c(=O)c2C(c2cccc(O)c2)N1CCCN1CCOCC1 (stereo not drawn),1,0,5,-1,4,-2,2,0.9,-4
CCc1cc2c(=O)n(C(C)C(=O)OC3CCCCC3)cnc2s1 (stereo not drawn),-1,0,-6,-5,-3,4,12,1.2,-6
Cc1ccc(C(=O)Nc2nc(-c3ccc([N+](=O)[O-])cc3)cs2)o1,0,2,0,52*,-5,2,1,0.4,-11
O=C(COC(=O)CCc1ccccc1)Nc1ncc(Cl)cc1Cl,-5,-3,-1,0,2,1,-1,2.5,-4
O=C(COc1cccc2ccccc12)N/N=C/C=C/c1ccccc1,-2,-5,-1,2,2,2,6,4.1,-21
Cn1c(SCC(=O)c2ccc3c(c2)OCO3)nnc1C1COc2ccccc2O1 (stereo not drawn),-2,6,-7,-4,7,-4,2,2.0,-13
CCOC(=O)c1c(N2C(=O)C=CC2=O)sc(C)c1C,2,-2,-23,15,8,-1,-2,2.6,-24
COc1ccc(-c2cc(C(=O)Nc3nc4ccccc4s3)c3ccccc3n2)cc1OC,1,5,-3,8,-41,2,42,4.6,2
C=C[C@@H]1c2c(F)cccc2N(S(=O)(=O)c2ccc(C)cc2)[C@H](c2ccc(C(=O)OC)cc2)C1(C#N)C#N,.,.,4,.,-23,5,2,2.5,11
CCCCOc1ccc(NC(=O)CN2CCN(C(=O)OCC)CC2)cc1,-2,2,5,4,3,3,0,2.4,11
CCOC(=O)c1ccccc1NC(=O)CSc1nc(N)cc(N)n1,-4,-1,6,-1,0,-4,5,-0.1,0
Cc1ccc(-c2nnn(CC(=O)N(CCN3CCOCC3)C(C(=O)NC(C)(C)C)c3ccco3)n2)cc1 (stereo not drawn),-1,0,4,-4,-4,2,4,-0.3,4

# Compounds from the list above containing a nitro group on carbon, in the order listed:
SMILES,TPT1 inhibitor,Fh CTSL1 inh,procasp3 activ,HCV core dimer,PAFAH2 FP inh,PP1 counter,AHR act,PP5 primary,proCasp7 act
COC(=O)c1ccc(C2NC(=O)CCC2[N+](=O)[O-])cc1 (stereo not drawn),-1,-7,-2,3,-5,-7,-1,0.3,0
Cc1ccc(C(=O)Nc2nc(-c3ccc([N+](=O)[O-])cc3)cs2)o1,0,2,0,52*,-5,2,1,0.4,-11

# (next part)
SMILES,TPT1 inhibitor,Fh CTSL1 inh,procasp3 activ,HCV core dimer,PAFAH2 FP inh,PP1 counter,AHR act,PP5 primary,proCasp7 act
Cc1ccc(NC(=O)CSc2nnc(CCCCCNC(=O)OC(C)(C)C)o2)c(C)c1,-1,0,-2,-1,4,0,15,1.1,17
COc1ccc(C2OC(=O)CC2C(=O)N2CCN(c3cc(Cl)ccc3C)CC2)cc1OC (stereo not drawn),0,3,-1,-3,3,3,-2,2.9,1
CCN(CC)CCNC(=O)c1ccc(-n2c(C)cc3c2CCCC3=O)cc1,4,0,5,1,-6,0,1,-2.5,-1
Cc1cc(NC(=O)COc2cccc([N+](=O)[O-])c2)no1,0,-5,3,-17,-6,-4,-2,-2.2,7
O=C(Nc1ccccc1)c1cccnc1Nc1ccccc1,0,4,5,-1,8,4,6,4.5,13
CCc1ccc2nc(NC(=O)CCCc3cccs3)sc2c1,0,-2,12,5,1,1,32,2.0,3
Cc1ccc(NC(=O)Cn2ncc(Cl)c(Cl)c2=O)cc1S(=O)(=O)N1CCCCC1,.,.,-6,.,-5,6,-1,3.8,3
Cc1cccc(C(=O)NCCC(=O)NCc2ccccc2F)c1,.,.,-4,.,2,-4,1,-0.5,7
COc1cc(/C=N/O)ccc1OCc1ccc(Cl)cc1,-2,8,5,-6,.,-1,5,2.7,2
COc1ccc(CCN(C)C(=O)C2CCCN(Cc3ccc(OC)c(OC)c3)C2)cc1OC (stereo not drawn),-2&1,0&1,-5&-9,-3&-1,0&6,2&-3,-1&-2,2.1&1.4,-2&-2
